MrgX1 agonist: human MrgX1 receptor agonism, primary screen; B-score at 10 µM; Q96LB2; MrgX1-HEK293 cells, Fluo-4 calcium fluorescence, agonist mode; active compounds read high; 310,000 tested, 0.44% active;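 active = calcium response B-score plate-corrected fluorescence ratio at least 3 library SD, with starting fluorescence B-score inside 5 SD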
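Test system: HEK293 cells stably expressing human MrgX1 receptor; Input: fifteen thousand cells per well; Dosing: compound delivered in addition one of three; Schedule: overnight seeding, then 1 h dark dye loading; Technique: Fluo-4 NW calcium fluorescence; Measure: B-scored fluorescence response ratio; Controls: positive and negative controls per plate.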
KCNK3 inh: human KCNK3 channel inhibition, primary screen; AID 602410; B-score at 10 µM; 340,000 tested, 0.84% active; CHO-KCNK3 thallium flux, FluxOR fluorescence; active compounds read low; O14649;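 active = B-score under library mean minus 4 SD, starting fluorescence ratio at most library mean plus 5 SD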;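 also: more negative B-score means stronger inhibition of thallium flux through KCNK3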
RGS4 inh: human RGS4 inhibition | 310,000 tested, 0.45% active | P49798 | B-score at 10 µM | HEK293 M3R/RGS4 inducible, Fluo-4 calcium flux; active compounds read high; triggered by carbachol at its EC20;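 active = B-score, a plate-corrected calcium signal, over three deviations above library mean, with baseline fluorescence within five deviations of library mean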;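 also: RGS4 expression induced by doxycycline in cells with stable M3 receptor; B-score is computed from the integrated fluorescence ratio over baseline after carbachol; higher B-score means a larger calcium signal and so more RGS4 inhibition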
TMEM16A inh: mouse TMEM16A channel inhibition, primary screen. Q8BHY3. HEK293 TMEM16A/YFP iodide influx fluorescence, ionomycin. normalized B-score (activity score, 25-100; higher = stronger inhibition) at 10 µM. 310,000 tested, 1.2% active. AID 588511;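 active = ratio plate-corrected score three or more library SD toward inhibition, starting fluorescence score within five deviations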;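 also: score derived from kinetic fluorescence span divided by baseline fluorescence per well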
Target sequence (Q8BHY3 whole entry, looked up): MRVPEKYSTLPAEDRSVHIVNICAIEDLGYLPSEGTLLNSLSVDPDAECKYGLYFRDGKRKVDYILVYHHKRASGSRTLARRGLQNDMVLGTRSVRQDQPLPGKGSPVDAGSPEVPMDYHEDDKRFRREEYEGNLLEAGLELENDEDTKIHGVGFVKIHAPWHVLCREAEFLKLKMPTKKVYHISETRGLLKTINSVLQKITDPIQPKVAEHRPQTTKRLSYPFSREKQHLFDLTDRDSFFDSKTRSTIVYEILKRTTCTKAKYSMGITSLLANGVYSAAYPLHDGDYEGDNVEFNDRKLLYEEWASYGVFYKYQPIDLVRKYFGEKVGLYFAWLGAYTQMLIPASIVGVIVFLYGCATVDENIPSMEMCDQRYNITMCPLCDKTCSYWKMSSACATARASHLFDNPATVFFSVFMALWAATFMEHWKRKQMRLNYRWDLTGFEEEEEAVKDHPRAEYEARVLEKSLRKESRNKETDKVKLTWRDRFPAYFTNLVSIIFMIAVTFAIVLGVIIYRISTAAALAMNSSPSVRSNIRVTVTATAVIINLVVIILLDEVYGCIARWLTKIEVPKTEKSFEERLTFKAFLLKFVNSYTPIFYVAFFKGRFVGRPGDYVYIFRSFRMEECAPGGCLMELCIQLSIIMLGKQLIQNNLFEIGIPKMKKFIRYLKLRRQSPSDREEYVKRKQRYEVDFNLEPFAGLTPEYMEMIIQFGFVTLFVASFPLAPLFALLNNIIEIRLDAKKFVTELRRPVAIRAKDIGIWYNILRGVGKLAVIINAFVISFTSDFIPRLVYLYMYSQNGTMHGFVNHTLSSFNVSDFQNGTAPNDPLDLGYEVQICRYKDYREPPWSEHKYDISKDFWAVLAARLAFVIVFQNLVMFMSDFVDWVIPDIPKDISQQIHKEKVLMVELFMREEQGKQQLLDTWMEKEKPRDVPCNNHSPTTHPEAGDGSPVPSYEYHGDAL
KCNQ1 block: blocks the human KCNQ1 potassium channel; P51787; CHO-K1 KCNQ1, FluxOR thallium flux fluorescence; active compounds read high; B-score at 10 µM; 310,000 tested, 1.3% active;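 active = compounds whose thallium flux B-score, printed positive for inhibition, exceeds three library SD while starting fluorescence stays within three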;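 also: channel opened by potassium depolarization with thallium stimulus after 20 min compound exposure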
KCNQ1 act: potentiators or activators of human KCNQ1 potassium channel; P51787; CHO-K1 KCNQ1, thallium flux FluxOR fluorescence; active compounds read high; B-score at 10 µM; 310,000 tested, 0.35% active; AID 2648;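 active = fluorescence ratio B-score, a plate-corrected score, at least three library SD, with initial intensity B-score within 5 SD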
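Test system: CHO-K1 cells stably expressing KCNQ1 / Medium: assay buffer / Also added: depolarizing K+/Tl+ stimulus, K2SO4 and Tl2SO4 each 12.5 mM in 5x stock / Incubation: 90 min dye loading and 20 min compound exposure, both at room temperature / Signal: thallium influx via FluxOR fluorescence, kinetic imaging / Evaluation: B score of baseline-normalized fluorescence ratio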
RGS4 act: potentiators or activators of RGS4. B-score at 10 µM. HEK293 M3R/inducible RGS4, carbachol calcium flux Fluo4; active compounds read low. AID 463111. 310,000 tested, 0.92% active;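 active = B-score of the integrated calcium signal more than 4 SD below the library mean, with starting fluorescence not abnormally high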;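 also: negative B-score means reduced calcium response which marks RGS4 activation or potentiation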
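Material: Inducible-RGS4 HEK293 cells carrying M3 receptor; also added: carbachol at ECmax as muscarinic agonist stimulus; incubation: compound preincubation 20 min at room temperature before agonist; signal: Fluo4-AM (2 µM) calcium-flux fluorescence, kinetic read; measure: integrated calcium ratio converted to B score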
KCNK9 inh: inhibitors of human KCNK9 two-pore domain potassium channel; Q9NPC2; 310,000 tested, 1.2% active; B-score at 10 µM; HEK293 KCNK9, FluxOR thallium flux fluorescence; active compounds read low; AID 488922;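 active = ratio B-score over 3 SD below the library mean, with starting fluorescence within 5 SD of its mean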;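 also: negative B-score means less thallium flux so channel inhibition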
TMEM16A act: activators or potentiators of mouse TMEM16A chloride channel | 340,000 tested, 0.3% active | HEK293 TMEM16A/YFP-H148Q/I152L, iodide quench fluorescence; active compounds read low | AID 623877 | Q8BHY3 | B-score at 10 µM;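 active = fluorescence-ratio B-score plate-corrected deviation score at least 3 library SD below zero, with starting fluorescence score within 5 deviations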;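 also: channel opened by trigger with iodide after compound preincubation; score built on the fluorescence ratio of max minus min over baseline; more negative score means more quench and so TMEM16A activation or potentiation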
MrgX1 allo act: allosterically activates human MrgX1 receptor signaling; Q96LB2; MrgX1-HEK293, Fluo-4 calcium flux, FDSS; active compounds read high; B-score at 10 µM; 310,000 tested, 0.63% active;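 active = plate-corrected calcium response at least 3 library SD above typical, normal starting fluorescence, not activating the receptor alone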;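 also: compound read alongside a low EC10 to EC30 dose of BAM8-22 agonist; peak minus trough fluorescence over baseline measured at the second addition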
hERG rescue: hERG (human) protection from proarrhythmic block | CHO-hERG, FluxOR thallium flux, dofetilide IC70 present | activation (rescue from dofetilide block), less the hit threshold, % at 10 µM | 310,000 tested, 0.51% active | AID 1511;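 active = activation above the mean of controls blocked by dofetilide plus 5 SD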;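 also: thallium influx through hERG after potassium depolarization seen as dye fluorescence rise; in these data hits start at about 4.7%; inactives centre near -7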
Starred values were filed as active, the others as inactive; i = inactive; . = not tested or not shown.

Values in the order: MrgX1 agonist, KCNK3 inh, RGS4 inh, TMEM16A inh, KCNQ1 block, KCNQ1 act, RGS4 act, KCNK9 inh, TMEM16A act, MrgX1 allo act, hERG rescue
1	Cc1ccc(-c2csc(N/N=C/c3ccco3)n2)c(C)c1
    i, i, i, i, i, i, i, i, i, i, -8
2	CCCn1nc(NC(=O)C(C)(C)C)c2cc3cc(OC)ccc3nc21
    i, i, i, i, i, i, i, i, i, i, -7
3	CC(NC(=O)CN1CCCC1)c1ccccc1 (centres undefined)
    i, i, i, i, i, i, i, i, i, i, -3
4	O=C(Nc1ccc(Cl)cn1)Nc1ccc(Cl)cn1
    i, i, i, i, i, i, i, i, i, i, -7
5	CN1C(=O)/C(=C/c2ccccc2F)Sc2ccc(C(=O)NCC3CCCO3)cc21 (centres undefined)
    i, i, i, i, i, i, i, i, i, i, -4
6	Cc1cc(Nc2ccccc2)nn1C(=O)c1ccc(Cl)cc1
    i, i, i, i, i, i, i, -7.7*, i, i, -5
7	Cc1cc(C)nc(NC(=O)CCN2C(=O)c3ccccc3S2(=O)=O)n1
    i, i, i, i, i, i, i, i, i, i, -13
8	COc1ccc(NC(=O)CN(C)C(=O)Cc2c(C)nc3ccccc3c2C)cc1
    i, i, i, i, i, i, i, i, i, i, -16
9	O=C(COC(=O)C1CC(O)CN1S(=O)(=O)c1ccc(Cl)cc1)c1cccc(Cl)c1 (centres undefined)
    i, i, i, i, i, i, i, i, i, i, -10
10	O=C(CCCc1ccccc1)Nc1ccccc1C(F)(F)F
    i, i, i, i, i, i, i, i, i, i, -7
11	Cc1nn(Cc2ccc(Cl)cc2)c(C)c1NC(=O)c1cc(-c2ccco2)on1
    i, i, i, i, i, i, i, i, i, i, -9
12	O=C(Nc1ccc(Br)cc1)C1CC(c2c(F)cccc2Cl)=NO1 (centres undefined)
    i, i, i, 25*, i, i, i, i, i, i, -4
13	O=C(Nc1ccccc1F)C1CCCC1
    i, i, i, i, i, i, i, i, i, i, -3
14	COC(=O)c1ccccc1S(=O)(=O)N1CCn2cccc2C1C (centres undefined)
    i, i, i, i, i, i, i, i, i, i, 35*
15	COCCn1nnnc1SCC(=O)NCc1ccc2c(c1)OCO2
    i, i, i, i, i, i, i, i, i, i, 1
16	Cc1ccc2oc(=O)c3cnn(CC(=O)NC4CCN(Cc5ccccc5)CC4)c3c2c1
    i, i, i, i, i, i, i, i, i, i, -5
17	CCCC(=O)C1C(=O)CC(CC(C)SCC)CC1=O (centres undefined)
    i, i, i, i, i, i, i, i, i, i, -2
18	CCOC(=O)c1ccc2nc(NC(C)=O)sc2c1
    i, i, i, i, i, i, i, i, i, i, -11
19	COC(=O)c1ccccc1N(C)S(=O)(=O)c1cc2c(cc1C)OCC(=O)N2
    i, i, i, i, i, i, i, i, i, i, -5
20	COc1ccc(N2C(=O)CSC2c2ccccc2[N+](=O)[O-])cc1 (centres undefined)
    i, i, i, i, i, i, i, i, i, i, 1
21	Cc1cccc(C(=O)c2cn[nH]c2-c2ccc(C)cc2O)c1
    i, i, i, i, i, i, i, i, i, i, -2
22	O=C1CSC(=Nc2ccccc2)N1Cc1ccccc1
    i, i, i, i, i, i, i, i, i, i, -2
23	COc1ccc(OC)c(C(C(=O)NC2CCCCC2)N(Cc2ccco2)C(=O)c2ccccn2)c1 (centres undefined)
    i, i, i, i, i, i, i, i, i, i, -8
24	COc1ccccc1CNCC(=O)Nc1ccc(N2CCOCC2)cc1
    i, i, i, i, i, i, i, i, i, i, -7
25	Cc1ccc(-n2ccnc(SCC(=O)NCCc3ccccc3)c2=O)cc1F
    i, i, i, i, i, i, i, i, i, i, -5
26	CCOc1ccc2c(c1)C(C)=CC(C)(C)N2C(=O)Nc1ccccc1
    i, i, i, i, i, i, i, i, i, i, -8
27	CCOc1ccc(-n2cc(C(=O)Nc3ccc(Cl)cn3)c3cc(OC)c(OC)cc3c2=O)cc1
    ., i, i, ., i, i, i, i, i, ., -9
28	CCCCN(CC)CCNC(=O)c1[nH]c(C)c(C(C)=O)c1C
    i, i, i, i, i, i, i, i, i, i, -10
29	Cc1nn(C)c(C(=O)N/N=C/c2ccc(C(F)(F)F)cc2)c1[N+](=O)[O-]
    i, i, i, i, i, i, i, i, i, i, -8
30	CN(C)/C=N/c1ncc(C(=O)c2ccc(Cl)cc2Cl)s1
    i, i, i, i, i, i, i, i, i, i, -12
31	O=C(Oc1ccc2c(=O)c(Cl)coc2c1)c1ccncc1
    i, i, i, i, i, i, i, i, i, i, -16
32	CCCCOC(=O)Nc1ccccc1C(N)=O
    i, i, i, i, i, i, i, i, i, i, -10
33	CS(=O)(=NS(=O)(=O)c1ccc(Cl)cc1)c1ccccc1 (centres undefined)
    i, i, i, i, i, i, i, i, i, i, -7
34	Cc1nn(-c2ccccc2)c(C)c1/C=N/NC(=O)c1ccccc1O
    i, i, i, i, i, i, i, i, i, i, -3
35	O=C(c1cc(-c2cccnc2)nc2ccc(Br)cc12)N1CCN(c2ncccn2)CC1
    i, i, i, i, i, i, i, i, i, i, -18
36	COc1ccccc1C(CNC(=O)C1CC(=O)N(Cc2ccc(C)cc2)C1)N1CCCC1 (centres undefined)
    i, i, i, i, i, i, i, i, i, i, -8
37	CCN=C1SC(CC(=O)Nc2ccccc2OCC)C(=O)N1CC (centres undefined)
    i, i, i, i, i, i, i, i, i, i, -15
38	c1ccc2nc3c(nc2c1)c1ccccc1n3CCN1CCOCC1
    i, i, i, i, i, i, i, i, i, i, -13
39	N#Cc1ccc(C(=O)Nc2ccc(S(=O)(=O)NC3=NCCCCC3)cc2)cc1
    i, i, i, i, i, i, i, i, i, i, -5
40	COc1ccc2oc(C(=O)Nc3nc4ccccc4[nH]3)c(C)c2c1
    i, i, i, i, i, i, i, i, i, i, -9
41	O=c1oc2ccc(NS(=O)(=O)c3cccc4cccnc34)cc2s1
    i, i, i, i, i, i, i, i, i, i, 0
42	O=S(=O)(c1ccc(Cl)cc1)c1nc(-c2ccco2)oc1N1CCOCC1
    i, i, i, i, i, i, i, i, i, i, -13
43	COCCNC(=O)C(=O)NNC(=O)CCc1ccccc1
    i, i, i, i, i, i, i, i, i, i, 2
44	COc1cccc(N2CC(O)Cn3c2nc2c3c(=O)[nH]c(=O)n2C)c1 (centres undefined)
    i, i, i, i, i, i, i, i, i, i, -6
45	CCOC(=O)c1cc(C)n(-c2ccc(OC)c(OC)c2)c1C
    i, i, i, i, i, i, i, i, i, i, -7
46	CCNc1c(NS(=O)(=O)c2ccc([N+](=O)[O-])cc2)c(=O)oc2ccccc12
    i, i, i, i, i, i, i, i, i, i, -4
47	COC(=O)c1ccc(-c2ccco2)n1Cc1ccccc1Cl
    i, i, i, i, i, i, i, i, i, i, -6
48	S=c1[nH]nc(C2CCCCC2)n1/N=C/c1c(Cl)cccc1Cl
    i, i, i, i, i, i, i, i, i, i, -7
49	COc1ccc(CCC(=O)NNC(=O)Nc2cc(Cl)ccc2C)cc1
    i, i, i, i, i, i, i, i, i, i, -4
50	O=C(Nc1cccc(C(=O)O)c1)/C(=C\c1ccccc1)NC(=O)c1ccccc1
    i, i, i, i, i, i, i, i, i, i, -10
51	Cc1ccc(C)c(NC(=O)c2oc(=O)c3ccccc3c2-c2ccccc2)c1
    i, i, i, i, i, i, i, -15*, i, i, -9
52	COc1ccc(CC(=O)NC2CCSc3ccccc32)c(OC)c1 (centres undefined)
    i, i, i, i, i, i, i, i, i, i, -10
53	CC1CCCCC1NCc1cccc([N+](=O)[O-])c1 (centres undefined)
    i, i, i, i, i, i, i, i, i, i, -13
54	N#Cc1nc(-c2ccc(OCc3ccccc3)cc2)oc1NCc1cccnc1
    i, i, i, i, i, i, i, i, i, i, -8
55	COc1ccc(C(=O)Nc2cc(C(F)(F)F)ccc2Cl)cc1OC
    i, i, i, i, i, i, i, i, i, i, -10
56	Cc1cc2c(ncn2C)c(NS(=O)(=O)c2ccccc2Cl)c1C
    i, i, i, i, i, i, i, i, i, i, -15
57	CC(C)CC(=O)Nc1ccc2ccccc2c1
    i, i, i, i, i, i, i, i, i, i, -6
58	Cc1ccc(C(=O)NCCc2nnc3ccc(SCC(=O)N4CCCCC4)nn23)cc1
    i, i, i, i, i, i, i, i, i, i, -4
59	COc1ccc(C(=O)Nc2ccc(N3CCN(C(=O)c4ccccc4)CC3)cc2)cc1[N+](=O)[O-]
    i, i, i, i, i, i, i, i, i, i, -8
60	COc1ccc(OCCCC(=O)N(C)CC(=O)Nc2ccccc2Cl)cc1
    i, i, i, i, i, i, i, i, i, i, -12

More results:
Values in the order: MrgX1 agonist, KCNK3 inh, RGS4 inh, TMEM16A inh, KCNQ1 block, KCNQ1 act, RGS4 act, KCNK9 inh, TMEM16A act, MrgX1 allo act, hERG rescue
61	CC1=CC(C)(C)NC(=S)N1NC(=O)c1ccccc1Cl
    i, i, i, i, i, i, i, i, i, i, -11
62	Cc1c(C(=O)NCCSCc2cccc(C(F)(F)F)c2)cnn1-c1ccc(Cl)cc1
    i, i, i, i, i, i, i, i, i, i, -4
63	CN=C(Nc1cc(Cl)ccc1Cl)SC1CC(=O)N(c2ccc(C(=O)OC)cc2)C1=O (centres undefined)
    i, i, i, i, i, i, i, -8*, i, i, -12
64	Cc1cc(C)n(C(C)n2nc(C)cc2C)n1
    i, i, i, i, i, i, i, i, ., i, -7
65	CC1CCN(c2nc3ccccc3n2CC(=O)c2ccccc2)CC1
    i, i, i, i, i, i, i, i, i, i, -7
66	CCCS(=O)(=O)N1CCN=C1SCc1cccc(F)c1
    i, i, i, i, i, i, i, i, i, i, -9
67	O=C(NCCS(=O)(=O)NCc1ccccc1)c1ccccc1
    i, i, i, i, i, i, i, i, i, i, -11
68	COc1ccc(-c2nc(CS(=O)CC(=O)NCCCN3CC(C)CC(C)C3)c(C)o2)cc1OC (centres undefined)
    i, i, i, i, i, i, i, i, i, i, -10
69	Cc1ccc(N2CN=C(c3ccccc3)NC2=S)cc1
    i, i, i, i, i, i, i, i, i, i, -1
70	C=C(C)c1cccc(C(C)(C)NC(=O)NCc2ccc(OC)c(OC)c2)c1
    i, i, i, i, i, i, i, i, i, i, -15

High-throughput results (PubChem BioAssay)
